S3 lipid droplet – qHTS Assay for Lipid Storage Modulators in Drosophila S3 Cells; Drosophila S3 cells, BODIPY lipid droplet fluorescence, 18-24 h; cells fed with added oleic acid; lipid storage change, negative = inhibition, % at the top dose, mostly 46.1 µM; hits show Potency in µM; 320,000 tested, 0.64% active; AID 2685, 2010; active = well fitted inhibition curve with a large enough effect in the signal ratio, with a control signal flat, not every such curve was filed as active; inconclusive = small, poorly fitted or top-dose-only effect, or effect the other way, or a change in a side signal; the % refers to the signal ratio
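Laser-scanning cytometry quantifies lipid droplet accumulation (500–530 nm total intensity; droplet/cell object ratio) in oleic acid-fed (400 uM added) Drosophila S3 cells treated with a concentration series. 20 uM Triacsin C defined 100% inhibition.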
S3 lipid droplet cell count max – further read-out of S3 lipid droplet, marked with its call; cell number change, %; measured here: cell count max response;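 cells counted by Cell Tracker Red CMTPX staining in the red channel; peak over a dose series mostly up to 46.1 µM; percent activity relative to internal control wells on each plate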
Starred values were filed as active, the others as inactive; [ ] = remark or other dose. % is set by controls: 0 for no effect and ±100 for the full control effect; potency is the fitted concentration of half-maximal effect. The list is partial (hit frequency here may not be typical).

How did COc1ccc(N(C(=O)c2ccco2)C(C(=O)NC2CCCCC2)c2cccs2)cc1OC (stereo not drawn) do in these assays?
S3 lipid droplet: 3%; S3 lipid droplet cell count max: 3

How did CCOc1ccccc1NC(C)C(=O)Nc1cc(C(F)(F)F)ccc1N1CCOCC1 (stereo not drawn) do in these assays?
S3 lipid droplet: inconclusive

Results for Cc1nnc(N/N=C/c2ccccn2)[nH]c1=O ?
S3 lipid droplet: -14%; S3 lipid droplet cell count max: 7

How did COC(=O)c1c(C)[nH]c(C(=O)NCc2ccco2)c1C do in these assays?
S3 lipid droplet: inconclusive

What do the screens show for `COc1ccc(OC)c(NC(=O)C(CC(=O)O)Cc2ccc(Cl)cc2)c1` (stereo not drawn)?
S3 lipid droplet: inconclusive

What do the screens show for `Cc1ccc(S(=O)(=O)N2CCOC2CNC(=O)C(=O)NCC(C)C)cc1` (stereo not drawn)?
S3 lipid droplet: inactive[0.369 µM]; S3 lipid droplet cell count max: -1

What do the screens show for `Cc1ccc(S(=O)(=O)NC2CCOC(C)(C)C2)cc1` (stereo not drawn)?
S3 lipid droplet: -10%; S3 lipid droplet cell count max: 2

What do the screens show for `Cc1ccc(OCc2n[nH]c(=S)n2-c2ccc(Cl)cc2)cc1`?
S3 lipid droplet: -16%; S3 lipid droplet cell count max: 1

How did O=C(O)COc1ccc(/C=C/C(=O)c2ccc3ccccc3c2)cc1 do in these assays?
S3 lipid droplet: inconclusive

What do the screens show for `N#Cc1ccsc1NC(=O)CCc1ccccc1`?
S3 lipid droplet: inconclusive

How did CCc1cccc(NC(=O)C2CCCN2S(=O)(=O)c2ccc3c(c2)n(C)c(=O)c(=O)n3C)c1 (stereo not drawn) do in these assays?
S3 lipid droplet: inconclusive

What do the screens show for `c1csc(-c2noc(CN3CCOCC3)n2)c1`?
S3 lipid droplet: 10%; S3 lipid droplet cell count max: 19

By substructure, those above with sulfur.
How did COc1ccc(N(C(=O)c2ccco2)C(C(=O)NC2CCCCC2)c2cccs2)cc1OC (stereo not drawn) do in these assays?
S3 lipid droplet: 3%; S3 lipid droplet cell count max: 3

What do the screens show for `Cc1ccc(S(=O)(=O)N2CCOC2CNC(=O)C(=O)NCC(C)C)cc1` (stereo not drawn)?
S3 lipid droplet: inactive[0.369 µM]; S3 lipid droplet cell count max: -1

What do the screens show for `Cc1ccc(S(=O)(=O)NC2CCOC(C)(C)C2)cc1` (stereo not drawn)?
S3 lipid droplet: -10%; S3 lipid droplet cell count max: 2

What do the screens show for `Cc1ccc(OCc2n[nH]c(=S)n2-c2ccc(Cl)cc2)cc1`?
S3 lipid droplet: -16%; S3 lipid droplet cell count max: 1

What do the screens show for `N#Cc1ccsc1NC(=O)CCc1ccccc1`?
S3 lipid droplet: inconclusive

How did CCc1cccc(NC(=O)C2CCCN2S(=O)(=O)c2ccc3c(c2)n(C)c(=O)c(=O)n3C)c1 (stereo not drawn) do in these assays?
S3 lipid droplet: inconclusive

What do the screens show for `c1csc(-c2noc(CN3CCOCC3)n2)c1`?
S3 lipid droplet: 10%; S3 lipid droplet cell count max: 19

The listing continues:
How did O=C(N1CCCC1)C12CC3CC(CC(C3)C1)C2 do in these assays?
S3 lipid droplet: 1%; S3 lipid droplet cell count max: 3

How did Cc1ccc(N(CC(=O)NCc2ccco2)S(=O)(=O)c2ccccc2)cc1 do in these assays?
S3 lipid droplet: inconclusive

Results for CCCCc1c(C)c(C#N)c2nc3ccccc3n2c1NCCN(C)C ?
S3 lipid droplet: inconclusive

How did CN1CCNC(=O)C1CC(=O)NCCc1ccccc1F (stereo not drawn) do in these assays?
S3 lipid droplet: inconclusive

Results for Cc1c(NC(=O)C(C)OC(=O)C(NC(=O)c2ccco2)C(C)C)c(=O)n(-c2ccccc2)n1C (stereo not drawn) ?
S3 lipid droplet: inconclusive

Results for Cc1cc(S(=O)(=O)N2CCC3(CC2)OCCN3S(=O)(=O)c2cccs2)ccc1F ?
S3 lipid droplet: inconclusive

What do the screens show for `COc1ccc(C(NC(C)=O)c2cc(Cl)c3cccnc3c2O)cc1` (stereo not drawn)?
S3 lipid droplet: inconclusive

What do the screens show for `CC1CN(CC(O)COC(c2ccc(Cl)cc2)c2ccc(Cl)cc2)CC(C)O1` (stereo not drawn)?
S3 lipid droplet: inconclusive

How did COc1cc(/C=C/C(=O)Nc2cc(S(=O)(=O)N3CCOCC3)ccc2N2CCCC2)cc(OC)c1OC do in these assays?
S3 lipid droplet: -4%

How did O=C(NC1CCN(S(=O)(=O)c2ccc(Cl)c(F)c2)CC1)c1cccnc1 do in these assays?
S3 lipid droplet: -20%; S3 lipid droplet cell count max: -18

Results for CCOc1ccc(C(=O)OCc2nnc(-c3cccs3)o2)cc1OC ?
S3 lipid droplet: inconclusive

What do the screens show for `COc1cccc(OC)c1C(=O)O/N=C(\N)c1ccncc1`?
S3 lipid droplet: -2%; S3 lipid droplet cell count max: 5

What do the screens show for `Cn1cc(-c2nnnn2-c2ccc(Cl)cc2)c(C(F)(F)F)n1`?
S3 lipid droplet: inconclusive

How did O=C1C(=O)N(c2nccs2)C(c2ccccc2F)/C1=C(\O)c1ccc2c(c1)OCCO2 (stereo not drawn) do in these assays?
S3 lipid droplet: inactive; S3 lipid droplet cell count max: 3

How did O=C(COC(=O)c1ccc(Br)cc1)Nc1cccnc1Cl do in these assays?
S3 lipid droplet: inconclusive

How did COc1ccc(NC(=O)CC2C(=O)N(C)C(=S)N2Cc2ccc3c(c2)OCO3)cc1 (stereo not drawn) do in these assays?
S3 lipid droplet: -27%; S3 lipid droplet cell count max: 20

How did O=C(CN1C(=O)CC(c2ccccc2)=Nc2ccccc21)NCc1ccccc1 do in these assays?
S3 lipid droplet: inconclusive

How did Cc1cccc(NC(=O)c2cnn(-c3ccc(F)cc3)c2C2CCNCC2)c1C do in these assays?
S3 lipid droplet: 5%; S3 lipid droplet cell count max: 22

What do the screens show for `CCOC(=O)c1sc(NC(=O)COC(=O)CNC(=O)c2ccco2)c(C(=O)OCC)c1C`?
S3 lipid droplet: inactive; S3 lipid droplet cell count max: 11

How did O=C(NCc1cc2ccccc2[nH]1)C1CCC(=O)N(CCCN2CCCC2=O)C1 (stereo not drawn) do in these assays?
S3 lipid droplet: inconclusive

What do the screens show for `c1ccc(COc2cncc(-c3cccnc3)c2)cc1`?
S3 lipid droplet: inactive; S3 lipid droplet cell count max: -8

Results for Cn1nc(C(F)(F)F)c(-c2ccc(Br)cc2)c1NC(=O)C1CCC1C(=O)O (stereo not drawn) ?
S3 lipid droplet: inconclusive

Results for Cc1cc(C(C)(C)C)ccc1OCCn1ccnc1 ?
S3 lipid droplet: inconclusive

Results for Nc1ccccc1NC1=CC(=O)CC(c2ccccc2)C1 (stereo not drawn) ?
S3 lipid droplet: 3%; S3 lipid droplet cell count max: 9

What do the screens show for `CCS(=O)(=O)n1nc(-c2ccc(OC)cc2)nc1SC`?
S3 lipid droplet: inconclusive

How did CCCOc1cccc(C(=O)NC(=S)Nc2cccc(C(F)(F)F)c2)c1 do in these assays?
S3 lipid droplet: inconclusive

What do the screens show for `C=C(Cl)COc1ccc2c(CCCC)cc(=O)oc2c1`?
S3 lipid droplet: inactive

Results for CCn1c(SCC(=O)N2CCCc3ccccc32)nnc1-c1c[nH]c2ccccc12 ?
S3 lipid droplet: inconclusive

What do the screens show for `CCOc1ccc(CCNC(=O)CCNS(=O)(=O)c2ccc3c(c2)CCN3C(C)=O)cc1OCC`?
S3 lipid droplet: inactive; S3 lipid droplet cell count max: 6

What do the screens show for `Cc1cc(C)c(C#N)c(SCc2nc3ccccc3[nH]2)n1`?
S3 lipid droplet: inconclusive

Results for O=C(NC(CO)Cc1ccccc1)c1ccccc1 (stereo not drawn) ?
S3 lipid droplet: -10%; S3 lipid droplet cell count max: -9

What do the screens show for `COc1ccccc1NC(=O)CSc1nnc(CC(=O)Nc2ccccc2)n1C`?
S3 lipid droplet: inconclusive

What do the screens show for `O=C(CN(C(=O)c1csnn1)c1cccc2ccccc12)NC1CCCC1`?
S3 lipid droplet: 14%; S3 lipid droplet cell count max: 7

What do the screens show for `O=C1c2nc3cc(-c4ccccc4)[nH]n3c(=O)c2CN1Cc1ccccc1`?
S3 lipid droplet: inconclusive

How did CCOc1cc(C)c(-c2onc(C(F)(F)F)c2-c2csc(C)n2)c(O)c1 do in these assays?
S3 lipid droplet: inconclusive

What do the screens show for `CCOC(=O)Cn1c(-c2nonc2NC(=O)c2ccccc2F)nc2ccccc21`?
S3 lipid droplet: inconclusive

What do the screens show for `NS(=O)(=O)c1ccc(CCNC(=O)C2CCCO2)cc1` (stereo not drawn)?
S3 lipid droplet: -26%; S3 lipid droplet cell count max: 1

What do the screens show for `COc1ccc(CCNC(=O)c2ccc(N(C)S(=O)(=O)c3ccccc3)cc2)cc1`?
S3 lipid droplet: -13%; S3 lipid droplet cell count max: -13

Results for COc1ccc(-n2nc(C(=O)NCC(=O)N(C)Cc3ccccc3)c3ccccc3c2=O)cc1OC ?
S3 lipid droplet: inconclusive

How did CCCc1nc2c(o1)CC(CC(C)SCC)CC2=O (stereo not drawn) do in these assays?
S3 lipid droplet: 9%; S3 lipid droplet cell count max: 19

How did CCC(C)/C(C)=N/NC(=O)c1cn(-c2ccccc2)nc1-c1ccccc1 (stereo not drawn) do in these assays?
S3 lipid droplet: inconclusive

What do the screens show for `COc1ccc(/C=N/n2c(-c3ccco3)nc3ccccc3c2=O)cc1`?
S3 lipid droplet: 6%; S3 lipid droplet cell count max: -1

How did CC(C)NC(=O)C1CCN(C(=O)N(C)C)CC1 do in these assays?
S3 lipid droplet: 4%; S3 lipid droplet cell count max: 1

What do the screens show for `CCN1C(=O)[C@H]2[C@@H](c3ccc(-c4ccc5c(c4)OCO5)c(OC)c3)N[C@@](Cc3ccccc3)(C(=O)OC)[C@H]2C1=O`?
S3 lipid droplet: inconclusive

What do the screens show for `CCCCC1C(C#N)=C(C)NC2=C1C(=O)CC(C)(C)C2` (stereo not drawn)?
S3 lipid droplet: inactive; S3 lipid droplet cell count max: 13

What do the screens show for `Clc1cccc(NCc2nnc(SCc3ccc(Cl)cc3Cl)o2)c1`?
S3 lipid droplet: inconclusive

What do the screens show for `C#CCOCCOCCOCCNc1nc(N2CCOCC2)nc(N2CCN(C(=O)CCCCCCCCCCNC(=O)[C@@H](CCC(=O)O)n3cc(CCCCCN)nn3)CC2)n1`?
S3 lipid droplet: inactive; S3 lipid droplet cell count max: -4

Results for Cc1ccccc1N1C(S)=C(C#N)C(=O)NC1c1ccco1 (stereo not drawn) ?
S3 lipid droplet: inconclusive

Results for COC(=O)CN1C(=S)N(c2ccc(OC)cc2)C(=O)C1CC(=O)Nc1ccc(F)cc1 (stereo not drawn) ?
S3 lipid droplet: inconclusive

What do the screens show for `CCOC(=O)CC(=O)CSc1nc2c(c(-c3cccs3)c1C#N)CCC2`?
S3 lipid droplet: -1%; S3 lipid droplet cell count max: -2

What do the screens show for `CCOC(=O)c1c(C)[nH]c(C)c1C(=O)COC(=O)c1cc(OC)c(OC)cc1OC`?
S3 lipid droplet: inactive

Results for N#CC(c1ccccc1)c1ccc2c(C(F)(F)F)cc(C(F)(F)F)nc2n1 (stereo not drawn) ?
S3 lipid droplet: inconclusive

What do the screens show for `COC(=O)c1cc(S(=O)(=O)N2CCCCC2)ccc1N1CCOCC1`?
S3 lipid droplet: inconclusive

What do the screens show for `Cc1ccc(NC(=O)c2ccc(=O)n(CC(=O)Nc3ccccc3)n2)cc1`?
S3 lipid droplet: inconclusive

How did COc1ccc(CCNC(=O)C2CC(=O)N(c3ccc(C(C)(C)C)cc3)C2)cc1OC (stereo not drawn) do in these assays?
S3 lipid droplet: inconclusive

How did O=C(c1ccco1)N1CCC(n2nnc3ccccc32)CC1 do in these assays?
S3 lipid droplet: inactive; S3 lipid droplet cell count max: -16

What do the screens show for `CC(OC(=O)C1CCCCC1)C(=O)Nc1cccc(Cl)c1` (stereo not drawn)?
S3 lipid droplet: inconclusive

Results for CCN(CC)CCCNc1oc(-c2cccc(Cl)c2)nc1C#N ?
S3 lipid droplet: inconclusive

What do the screens show for `O=C(Nc1nc(-c2cc(F)ccc2F)cs1)C1=NN(c2ccccc2)C(=O)CC1`?
S3 lipid droplet: inconclusive

What do the screens show for `CCC(C)NCC(=O)Nc1sc2c(c1C(N)=O)CCC2` (stereo not drawn)?
S3 lipid droplet: 15%; S3 lipid droplet cell count max: 19

Results for Cc1cc2[nH]c3c(c[n+](C)c4ccccc34)c2cc1C ?
S3 lipid droplet: inconclusive

Results for COc1ccc2occ(C(=O)c3cccs3)c2c1 ?
S3 lipid droplet: -2%; S3 lipid droplet cell count max: 19

Results for OCCN1CCN(C(=S)c2ccc(-c3ccccc3)cc2)CC1 ?
S3 lipid droplet: 17%; S3 lipid droplet cell count max: 5

What do the screens show for `C=CCON1C(=O)C(=O)N(OCC=C)[C@H]2CCCC[C@H]21`?
S3 lipid droplet: -14%; S3 lipid droplet cell count max: 15

Results for C#CC(CC)(CC)NC(=S)Nc1cccc(C(C)=O)c1 ?
S3 lipid droplet: inconclusive

From PubChem BioAssay
